UDG counterscr: Primary qHTS assay for inhibitors of Activation Induced Cytidine Deaminase (AID): UDG Counterscreen signal | Uracil-DNA glycosylase | FRET deamination/UDG coupled assay, UDG read, 4 h | Potency, µM (highest dose often 115 µM), for the others: at the top dose activity change, negative = inhibition, hits mostly inhibitors | 0.14% of 91,000 active | AID 1347430, 2020; note: nearly all actives have a fitted effect of over 65% in size
AID inh: Primary qHTS assay for inhibitors of Activation Induced Cytidine Deaminase (AID): AID signal. Single-stranded DNA cytosine deaminase (Homo sapiens), Q9GZX7. AID deamination FRET fluorescence, UDG-coupled, 4 h. Potency, µM (series often up to 115 µM), for the others: at the highest dose activity change, negative = inhibition, usual class: inhibitors. 0.32% of 91,000 active. AID 1347428, 2020; note: nearly all actives have a fitted effect of over 25% in size
Target sequence (Q9GZX7 whole entry, looked up): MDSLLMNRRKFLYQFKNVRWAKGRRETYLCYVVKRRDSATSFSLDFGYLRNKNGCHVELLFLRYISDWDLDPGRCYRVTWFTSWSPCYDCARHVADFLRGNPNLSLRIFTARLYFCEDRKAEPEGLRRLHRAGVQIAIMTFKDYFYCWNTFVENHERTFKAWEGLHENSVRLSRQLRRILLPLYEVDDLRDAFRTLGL
An asterisk follows results filed as active; ? = inconclusive; [ ] = remark or other dose. Calls come from the whole dose curve; as a rule, active = well fitted curve in the direction sought with a large enough effect; inconclusive = small, poorly fitted or top-dose-only effect, or another doubt; inactive = no such curve, though single readings can be large; an effect the other way counts as inactive or inconclusive. % is set by controls: 0 for no effect and ±100 for the full control effect; potency is the fitted concentration of half-maximal effect. This is a subset; count on the stated rates, not on these rows.

Second line of a record – UDG counterscr, AID inh
1: O=C(NC1CCCCNC1=O)c1cc(=O)c2ccccc2o1 (centres undefined)
→ -6.1%, 4.8%
2: CNCC(O)c1ccc(O)c(O)c1 (centres undefined)
→ -0.3%, -1.7%
3: COc1ccc(Cl)c(NC(=O)c2sc3nc(-c4ccncc4)ccc3c2N)c1
→ 3.3%, -17.2%
4: CN(Cc1ccccc1)C(=O)CSc1nnc(COc2ccc(Cl)cc2)n1C
→ -10.1%, -23.7%
5: COc1cc(NC(=O)C(CC(C)C)NS(=O)(=O)c2ccc3c(c2)CCN3C(C)=O)cc(OC)c1 (centres undefined)
→ -8.8%, 16.8%
6: CC(=O)c1ccc(NC(=O)CCc2c(C)nc3c(c2C)c(=O)n(C)c(=O)n3C)cc1
→ -3.0%, 10.9%
7: COc1cccc2cc(C(=O)Nc3ccc(F)c(F)c3)c(=O)oc12
→ 0.0%, 13.0%
8: CCCn1nc(C(=O)NC(C)c2ccc(S(N)(=O)=O)cc2)c2ccccc2c1=O (centres undefined)
→ 3.5%, 4.4%
9: CCN(C)Cc1cccc(CNC(=O)Cc2cccc(C(F)(F)F)c2)c1
→ 5.2%, -1.9%
10: COC(=O)NCc1cccc(Br)c1
→ 3.3%, -0.9%
11: COc1ccc(-n2nc(C(=O)NCCc3ccc(OC)c(OC)c3)c3c4ccccc4n(C)c3c2=O)cc1
→ -6.1%, 8.8%
12: O=C(Nc1cccc(C(F)(F)F)c1)c1c(Cl)cccc1Cl
→ 2.0%, 2.0%
13: O=S(=O)(Nc1cccc2cccnc12)c1cc(F)ccc1F
→ -1.0%, 11.0%
14: Cc1nc2cc(NC(=O)c3cccc(OC(F)F)c3)ccc2o1
→ 5.1%, 7.8%
15: CCOc1ccc(CCNC(=O)c2cc3c(=O)n(C)c4ccccc4c3n2C)cc1
→ -0.1%, -1.0%
16: CCC(Cc1ccccc1)NC(=O)CN1C(=O)COc2ccc(S(=O)(=O)N3CCCCCC3)cc21 (centres undefined)
→ -12.8%, -5.5%
17: CC(C)n1nc(C(=O)NCCCN2CCCC2=O)c2ccccc2c1=O
→ -4.2%, -8.7%
18: CC(C)CCNC(=O)c1cc(Sc2ccc(F)cc2F)nc2ccccc12
→ -3.1%[57.5 µM], 17.1%
19: Cc1ccc(OCCCn2c(-c3ccc(Cl)cc3)nc3ccccc3c2=O)c(C)c1
→ 31.3%[activator], 1.8%
20: Cc1[nH]c2ccccc2c1/C=N/N=C(c1ccccc1)c1ccccc1
→ -7.1%, -8.1%
21: CC(=O)NC12CC3CC(C1)CC(C(=O)NCc1ccncc1)(C3)C2
→ 9.3%, 3.6%
22: C/C(=N\NC(=O)C1CC1c1ccc(C(C)(C)C)cc1)c1ccc2c(c1)CCCC2 (centres undefined)
→ -12.4%, -14.3%
23: COc1ccc(CCn2c3c(c(=O)[nH]c2=O)C(NC(=O)c2ccc(C(C)(C)C)cc2)(C(F)(F)F)C(=O)N3)cc1OC (centres undefined)
→ -13.6%[57.5 µM], -18.6%[57.5 µM]
24: O=S(=O)(c1cccc2nsnc12)N(Cc1ccc2c(c1)OCO2)C1CCCC1
→ -4.7%, -9.3%
25: CCCCC(=O)Nc1ccc(OCc2cc(=O)n3c(C)csc3n2)cc1
→ -5.6%, 11.5%
26: Cc1cc(Oc2cccc(Cl)c2C#N)ccc1Cl
→ -3.4%, -7.6%
27: COc1ccc(N2CCN(S(=O)(=O)c3c(C)nc4sc(C)cn4c3=O)CC2)cc1
→ 49.8%[activator], 0.4%
28: COc1ccc(SC(C)C(=O)NC(C)(C#N)C(C)C)cc1 (centres undefined)
→ -20.2%, -16.3%
29: N#CCOc1ccc2ccccc2c1
→ 7.1%, -3.3%
30: CCN1CCC(NC(=O)CCc2ncc(-c3ccc(F)cc3)o2)CC1
→ 6.8%, -2.2%
31: O=C(CSc1nc2cc(C(=O)NC3CCCC3)ccc2c(=O)n1CC1CCCO1)c1cccc(Cl)c1 (centres undefined)
→ -13.9%, 28.6%
32: CC(C)(C)C(=O)Nc1cccc(NC(=O)C2CCCCC2)c1
→ -1.6%, 5.8%
33: CCN(CC)C(=O)Cn1c(=O)n(CCCCCC(=O)NCc2ccc(C)cc2)c(=O)c2sccc21
→ 2.0%, 4.6%
34: Cc1ccc(S(=O)(=O)c2nnn3c2nc(N2CCOCC2)c2sccc23)cc1C
→ ?, ?
35: CC(c1ccccc1)N(C)C(=O)CSc1nc2ccccc2o1 (centres undefined)
→ -4.8%, -5.8%
36: N#CCCn1c(-c2ccccc2)cc2ccccc21
→ 8.1%, -8.3%
37: COc1cccc(Oc2c(C)oc3cc(OCC(N)=O)ccc3c2=O)c1
→ 4.2%, -2.1%
38: COc1ccc(CNC(=O)Cn2c(=O)oc3cc(S(=O)(=O)N4CCCC4)ccc32)cc1
→ -1.0%, ?
39: Cc1ccccc1C(=O)Nc1nc2c(s1)CC(C(C)(C)C)CC2 (centres undefined)
→ -5.1%[57.5 µM], 1.9%[57.5 µM]
40: COc1ccc(C(CNC(=O)CN2CCN(C(=O)C3CC3)CC2)c2c[nH]c3ccccc23)cc1 (centres undefined)
→ -12.0%, -4.0%
41: CCc1ccccc1NC(=O)CCCSc1nc(-c2ccco2)cc(C(F)(F)F)n1
→ 2.8%[57.5 µM], 38.3%[activator][57.5 µM]
42: COc1ccc(OCC(=O)Nc2ccc(C(=O)OCc3cc(=O)n4nc(C)sc4n3)cc2)cc1
→ -10.1%, 9.3%
43: CCCCCn1nc(C(=O)OCC(=O)Nc2ccc3c(c2)OCO3)c2ccccc2c1=O
→ -13.2%, -1.2%
44: O=C(COc1ccc(Cl)cc1Cl)Nc1cccc2cccnc12
→ 5.4%, 2.1%
45: Cc1ccc(S(=O)(=O)Nc2cc3c(C(=O)OCc4ccccc4)c(C)oc3c3ccccc23)cc1
→ -22.2%, -1.1%

Looked up by compound from the entries so far, 2 records:
Second line of a record – UDG counterscr, AID inh
8: CCCn1nc(C(=O)NC(C)c2ccc(S(N)(=O)=O)cc2)c2ccccc2c1=O (centres undefined)
→ 3.5%, 4.4%
17: CC(C)n1nc(C(=O)NCCCN2CCCC2=O)c2ccccc2c1=O
→ -4.2%, -8.7%

(list continues)
Second line of a record – UDG counterscr, AID inh
46: Cc1ccc(-c2csc(Nc3ccc(S(N)(=O)=O)cc3)n2)cc1
→ 8.0%, 1.4%
47: Cc1ccccc1NC(=O)CCn1nc(-c2ccccc2)c2ccccc2c1=O
→ 2.8%, 0.4%
48: CCc1ccc(C2c3c(oc4ccc(F)cc4c3=O)C(=O)N2CCc2ccc(OC)cc2)cc1 (centres undefined)
→ 12.0%, 22.2%
49: COc1ccc(C(C)=O)cc1COC(=O)c1ccccc1Br
→ 7.4%, -6.1%
50: COc1ccc(NCC(=O)NNC(=O)C(Cc2ccccc2)NC(=O)c2cccs2)cc1 (centres undefined)
→ -4.5%, 1.7%
51: CC(C)(C)c1ccc(Oc2nc3ccccn3c(=O)c2/C=C(\C#N)c2nc3ccccc3[nH]2)cc1
→ 16.4%[57.5 µM], 109.3%[activator][57.5 µM]
52: Cc1cccc(N(C)S(=O)(=O)c2ccc(-c3cc(C)no3)s2)c1
→ -6.7%, ?
53: Cc1cc(C)cc(C(=O)NC2CCCCCCC2)c1
→ 1.8%, 3.7%
54: CCc1ccccc1NC(=O)C(C)n1nc(-c2ccc(C)c(C)c2)ccc1=O (centres undefined)
→ -11.3%, 0.4%
55: Cc1ccc(CNc2nc3c(S(=O)(=O)c4ccccc4)nnn3c3ccsc23)cc1
→ 107.4%[activator], 6.7%
56: Cc1nn2c(-c3cccc(NC(=O)c4ccc(Cl)cc4)c3)nnc2c2ccccc12
→ -0.9%, -1.9%
57: Cc1ccccc1-c1nc(-c2ccccc2OCC(=O)N2CCCC(C)C2)no1 (centres undefined)
→ -10.6%, -22.6%
58: N#CC(=C(\N)Sc1ccccc1N)/C(C#N)=C(/N)Sc1ccccc1N
→ 0.3%, -0.9%
59: COc1ccc(NC(=O)Cn2ncc3c2-c2ccccc2OC3)cc1Cl
→ -11.6%, 23.0%
60: Cn1c(SCc2cc(=O)c3cc(Cl)ccc3[nH]2)nnc1-c1ccccc1
→ 4.7%[57.5 µM], 6.9%

Complete entries, looked up by structure. Order of screens: UDG counterscr, AID inh
COc1ccc(NCC(=O)NNC(=O)C(Cc2ccccc2)NC(=O)c2cccs2)cc1 (centres undefined) is entered as -4.5%, 1.7%
O=C(NC1CCCCNC1=O)c1cc(=O)c2ccccc2o1 (centres undefined) is entered as -6.1%, 4.8%
CCN(CC)C(=O)Cn1c(=O)n(CCCCCC(=O)NCc2ccc(C)cc2)c(=O)c2sccc21 is entered as 2.0%, 4.6%
Cc1ccc(S(=O)(=O)Nc2cc3c(C(=O)OCc4ccccc4)c(C)oc3c3ccccc23)cc1 is entered as -22.2%, -1.1%
COc1ccc(N2CCN(S(=O)(=O)c3c(C)nc4sc(C)cn4c3=O)CC2)cc1 is entered as 49.8%[activator], 0.4%

Following part
Second line of a record – UDG counterscr, AID inh
61: Cc1csc2nc(COC(=O)c3cccc(NC(=O)COc4ccccc4Cl)c3)cc(=O)n12
→ -5.3%, -11.8%
62: COc1ccc(C(CNC(=O)COc2ccc(C)cc2)N2CCCCC2)cc1 (centres undefined)
→ -8.8%, 0.6%
63: NC(=O)c1ccccc1
→ -1.9%, -5.3%
64: Cc1ccc(CNc2ncnc3c2c(-c2ccccc2)cn3-c2cccc(Cl)c2)cc1
→ -3.0%[57.5 µM], -3.1%
65: Cc1cc(Cl)cc2c(C=O)c(C(C)(C)C)[nH]c12
→ 2.1%, 5.9%
66: CCN(CC(=O)Nc1ccc(NC(C)=O)cc1)Cc1coc(-c2ccccc2)n1
→ 7.7%, 3.4%
67: O=S(=O)(c1ccccc1)N1CCN(Cc2coc(-c3cccs3)n2)CC1
→ 1.8%, 0.0%
68: CCCCCCCn1c(N2CCOCC2)nc2c1c(=O)[nH]c(=O)n2C
→ -6.1%, -3.5%
69: Cc1cc(Br)ccc1SCC(=O)OCC(=O)NC12CC3CC(CC(C3)C1)C2
→ 3.6%, -3.8%
70: c1cc[n+](CCC[n+]2ccccc2)cc1
→ -4.0%, -1.2%
71: COC(=O)c1ccccc1NC(=O)Cn1c(=O)n(-c2cccc(C(F)(F)F)c2)c(=O)c2c(C)c(C)sc21
→ 0.0%, -0.6%
72: O=C(CSc1n[nH]c(-c2ccc(F)cc2)n1)NCCc1ccccc1
→ -6.9%, 1.7%
73: CN(CC(=O)NC(C)(C)C)C(=O)c1ccc2ccccc2n1
→ -1.2%, 6.6%
74: CCCCN(CC)C(=O)Nc1ccc2c(c1)N(C)C(=O)c1ccccc1S2
→ -10.2%, -11.6%
75: O=C(NC1CCCCCC1)c1ccc(Oc2nccnc2N2CCCCC2)cc1
→ 18.5%, -1.7%

Four of the entries above in order of their number in AID inh, descending.
| entry | Molecule | AID inh |
| --- | --- | --- |
| 14 | Cc1nc2cc(NC(=O)c3cccc(OC(F)F)c3)ccc2o1 | 7.8% |
| 62 | COc1ccc(C(CNC(=O)COc2ccc(C)cc2)N2CCCCC2)cc1 (centres undefined) | 0.6% |
| 9 | CCN(C)Cc1cccc(CNC(=O)Cc2cccc(C(F)(F)F)c2)c1 | -1.9% |
| 40 | COc1ccc(C(CNC(=O)CN2CCN(C(=O)C3CC3)CC2)c2c[nH]c3ccccc23)cc1 (centres undefined) | -4.0% |

The results go on:
Second line of a record – UDG counterscr, AID inh
76: COc1ccc(C2=NS(=O)(=O)N(C)C(C(=O)N3CCCC3)=C2)cc1
→ -0.8%, 4.7%
77: CC1CCC(C(=O)NC(Cc2ccccc2)C(=O)O)CC1 (centres undefined)
→ -4.9%, -4.3%
78: CC(C)n1cc(NC(=O)c2ccc(F)cc2)cn1
→ -9.1%, -6.6%
79: CC(NC(=O)C1CCN(c2nc3ccccc3o2)CC1)c1ccccc1 (centres undefined)
→ 2.0%, -2.5%
80: O=S1(=O)CCN(C2CCCCC2)c2c(F)nc(F)c(F)c21
→ 3.1%, 0.5%
81: N#C/C(=C\c1cc(Br)c(O)c(Br)c1)c1nc2ccccc2c(=O)[nH]1
→ -7.9%, 0.9%
82: CCCCN(CC)C(=O)CSc1nc2n[nH]c(C)c2c(=N)n1-c1ccc(CC)cc1
→ -3.2%[57.5 µM], ?
83: COc1ccc(CNC(=O)C(c2ccccc2)c2ccccc2)cc1
→ 1.3%, 3.8%
84: COc1ccccc1N1CCN(c2cc(C)nc3nc(-c4ccc(Cl)cc4)nn23)CC1
→ 12.0%, -7.9%
85: COc1ccc2cc(C(=O)NC3CCN(C4CC4)C3)c(C)nc2c1 (centres undefined)
→ 12.8%, -10.8%
86: Cc1cccc(NC(=O)CC2(C(=O)O)CCCC2)c1C
→ -3.2%, -0.1%
87: Cc1cccc2sc(NC(=O)NC3CC(=O)N(c4ccc5c(c4)OCCO5)C3)nc12 (centres undefined)
→ 36.6%[activator], -11.3%

Bioassay records as filed in PubChem BioAssay.
